Source: PubChem BioAssay
BLM inh = qHTS Assay for Inhibitors of Bloom's syndrome helicase (BLM); Potency, µM (highest dose often 56.1 µM), without a hit: at the top dose activity change, negative = inhibition, most hits filed as inhibitors; RecQ-like DNA helicase BLM (Homo sapiens), P54132; 350,000 compounds, 0.2% hits; recombinant BLM DNA unwinding, fluorescence dequenching; active = well fitted inhibition curve with a large enough effect;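 note: plate controls were vehicle for no effect and no enzyme for full effect; nearly all actives have a fitted effect of over 35% in size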
* hit, by the source's call; & = joins results of further samples; [ ] = dose if it differs, or a comment. Potency is the fitted concentration of half-maximal effect.

1. NCC[C@H](NC(=O)[C@@H](N)CCCN=C(N)N[N+](=O)[O-])C(N)=O
  BLM inh: 4%
2. CC(C)(O)[C@@H]1C2OC(=O)[C@@H]1[C@]1(O)C[C@H]3O[C@]34C(=O)O[C@H]2[C@]14C
  BLM inh: -5%
3. CCCC[N+]12C3CC(C(CC)[C@H]1O)[C@@H]1C(O)C4(C[C@@H]12)c1ccccc1N(C)C34 (stereo not given in full)
  BLM inh: -2%
4. COC(=O)[C@H]1C[C@H]2CC[C@H](O)C[C@H]2N1CC1CC1
  BLM inh: -2%
5. CC(C)[C@@H]1CN[C@H](C(=O)O)[C@@H]1CC(=O)O
  BLM inh: 1%
6. O=C1NC(=O)c2c1c1c3ccccc3n3c1c1c2c2ccccc2n1C1CCC3O1
  BLM inh: -1%
7. COC(=O)[C@]1(C)CC[C@@]2(C)CC[C@@]3(C)C4=CCc5c(cc(O)c(O)c5C)[C@]4(C)CC[C@@]3(C)C2C1 (stereo not given in full)
  BLM inh: 3%
8. CN1CCc2cc3c(cc2C1C1OC(=O)c2c1ccc1c2OCO1)OCO3 (stereo not given)
  BLM inh: 1%
9. CCCCCCC(C)(C)c1ccc([C@@H]2C[C@H](O)CC[C@@H]2CCCO)c(O)c1
  BLM inh: -13%
10. CCN1C[C@]2(C)CCC(OC)[C@@]34C5C[C@@H]6CC[C@@](O)(C5C(=O)O6)[C@@H](C(O)C23)[C@@H]14 (stereo not given in full)
  BLM inh: 5%
11. NC[C@H](CP(=O)(O)O)c1ccc(Cl)cc1
  BLM inh: 0%
12. CSCC[C@H](NC(=O)[C@@H](NC(=O)CNC(=O)[C@H](CC(=O)O)NC(=O)[C@H](CCSC)NC(=O)[C@@H](N)Cc1ccc(O)cc1)[C@@H](C)O)C(=O)N[C@@H](CO)C(=O)N[C@@H](CCC(N)=O)C(=O)N[C@H](C(=O)O)C(C)C
  BLM inh: 3%
13. O=C=NCCCCN=C=O
  BLM inh: -3%
14. C[C@@H]1OC=C2[C@@H](O)[C@H]3O[C@H]3C(=O)[C@@]23[C@H]1[C@H]1C2=C([C@@H](O)[C@H]4O[C@@H]4C2=O)[C@@H]3O[C@@H]1C
  BLM inh: 0%[12.4 µM]
15. O=C(O)c1nn(Cc2ccc(Cl)c(Cl)c2)c2ccccc12
  BLM inh: -11%
16. NC(N)=Nc1ccc2[nH]c3c(c2c1)C[C@]1(O)[C@@H]2Cc4ccc(O)c5c4[C@]1(CCN2CC1CC1)[C@@H]3O5
  BLM inh: -10%
17. O=C(NC(=O)c1c(F)cccc1F)Nc1ccc(Cl)cc1
  BLM inh: 4%
18. CC(C)OC(=O)C(O)(c1ccc(Cl)cc1)c1ccc(Cl)cc1
  BLM inh: -12%
19. C[C@@H]1O[C@@H](O[C@H]2CC[C@]3(C=O)C4CC[C@]5(C)[C@@H](C6=CC(=O)OC6)CC[C@]5(O)[C@@H]4CC[C@]3(O)C2)[C@H](O)[C@H](O)[C@H]1O (stereo not given in full)
  BLM inh: 2%
20. CCCC(C)C1(CC)C(=O)N=C(S)NC1=O (stereo not given)
  BLM inh: 1%
21. N[C@H](CP(=O)(O)O)C(=O)O
  BLM inh: -2%
22. COP(=S)(OC)Oc1ccc([N+](=O)[O-])cc1
  BLM inh: -18%
23. CC1=C[C@H]2[C@]3(O)C(C=C(CO)C[C@]2(O)C1=O)[C@@H]1C(C)(C)[C@]1(O)[C@H](O)[C@H]3C (stereo not given in full)
  BLM inh: 2%
24. CCOP(=S)(OCC)Oc1cc(C)nc(N(CC)CC)n1
  BLM inh: -8%
25. CC(C)(O)[C@@H]1[C@H]2OC(=O)[C@@H]1[C@]1(O)C[C@H]3O[C@]34C(=O)O[C@H]2[C@@]14C (tested in a mixture with another compound)
  BLM inh: 3%

26. COc1cc2c(cc1O)CCNC2C (stereo not given)
  BLM inh: -5%
27. CCc1ccc(C(=O)NN(C(=O)c2cc(C)cc(C)c2)C(C)(C)C)cc1
  BLM inh: -3%
28. NCCNC[C@@H](N)CCCN=C(N)N[N+](=O)[O-]
  BLM inh: -4%
29. C=C(C)CN1CC[C@@]23c4c5ccc(O)c4O[C@H]2c2[nH]c4ccccc4c2C[C@]3(O)[C@@H]1C5
  BLM inh: -13%
30. C=C(C)C1CCC(C)=CC1c1c(OC)cc(C)cc1OC (stereo not given)
  BLM inh: -7%
31. C[C@]12O[C@H](C[C@@]1(O)C(=O)O)n1c3ccccc3c3c4c(c5c6ccccc6n2c5c31)CNC4=O
  BLM inh: 4%
32. CC(C)Oc1cc(-n2nc(C(C)(C)C)oc2=O)c(Cl)cc1Cl
  BLM inh: -7%
33. CC(C)CCNC(=O)CNC(=O)[C@@H](C)NC(=O)[C@@H](N)Cc1ccc(O)cc1
  BLM inh: -1%
34. COC(=O)C12CC3=CCC4C(=O)N(c5ccccc5)C(=O)C4C3Cc3ccccc3[C@@H]1CNC2=O (stereo not given in full)
  BLM inh: 4%
35. C=C(C)C1Cc2c(ccc3c(=O)c4c(oc23)COc2cc(OC)c(OC)cc2-4)O1 (stereo not given)
  BLM inh: 5%&4%
36. CCOC(=O)C(SP(=S)(OC)OC)c1ccccc1 (stereo not given)
  BLM inh: 2%
37. CCCCC/C=C\C/C=C\CCCCCCCCCC(=O)NCCO
  BLM inh: -4%
38. CC1(C)N(O)C(c2ccc(C(=O)O)cc2)=[N+]([O-])C1(C)C
  BLM inh: 1%
39. CC(N)[C@@H](O)c1ccccc1 (stereo not given in full)
  BLM inh: -9%
40. CNCC(N)C(=O)O (stereo not given)
  BLM inh: 1%
41. N#Cc1cc(Br)c(O)c(Br)c1
  BLM inh: -2%
42. CCCCOC(=O)N(C)SN(C)C(=O)Oc1cccc2c1OC(C)(C)C2
  BLM inh: 2%
43. CCCC/C=C/[C@@H](NP(=O)(c1ccccc1)c1ccccc1)c1ccccc1OC
  BLM inh: -10%
44. CNC(=O)Oc1cccc2c1OC(C)(C)C2
  BLM inh: 0%
45. C=C(C)c1cc2cc(C(C)=O)c(O)cc2o1
  BLM inh: -2%&-2%
46. COC(C)C(O)(C(=O)OC1=CCN2CC[C@H](O)[C@H]12)C(C)C (stereo not given in full)
  BLM inh: -1%
47. CCCCC/C=C\C/C=C\C/C=C\C/C=C\CCCC(=O)NC(C)C(=O)O (stereo not given)
  BLM inh: 2%
48. O=C(O)COc1cc(Cl)c(Cl)cc1Cl
  BLM inh: -16%
49. OC12C3C4CC5C6C4C1C6C(C53)N2CCc1cccc(F)c1 (stereo not given)
  BLM inh: 2%
50. CCC[C@@H]1CC2=CC(=O)CC[C@]2(C)[C@@H]2CC[C@@]3(C)[C@H](CC[C@]3(O)CCC(=O)O)[C@H]12
  BLM inh: 1%

51. CNc1ccccc1C(=O)O
  BLM inh: 4%
52. CC1CC[C@@]2(OC1)O[C@@H]1[C@@H](O)[C@H]3C4CC[C@H]5C[C@@H](O[C@@H]6O[C@H](CO)[C@H](O[C@@H]7O[C@H](CO)[C@@H](O)[C@H](O[C@@H]8OC[C@@H](O)[C@H](O)[C@H]8O)[C@H]7O[C@@H]7O[C@H](CO)[C@@H](O)[C@H](O[C@@H]8O[C@H](CO)[C@@H](O)[C@H](O)[C@H]8O)[C@H]7O)[C@H](O)[C@H]6O)[C@H](O)C[C@]5(C)C4CC[C@]3(C)[C@H]1[C@@H]2C (stereo not given in full)
  BLM inh: 0%
53. CCOc1cncc(/C=C/CCNC)c1
  BLM inh: 4%
54. CCCCC/C=C\C/C=C\C/C=C\CCCCC(=O)NCCO
  BLM inh: 0%
55. CNC(=O)O/N=C/C(C)(C)SC
  BLM inh: 2%
56. C/C(=C\C=C/[C@@H](C)C(=O)O)[C@H]1CN[C@H](C(=O)O)[C@@H]1CC(=O)O
  BLM inh: 2%
57. CC1CC(O)[C@]2(O)[C@]13CC(=O)OC[C@@]2(C)[C@@](C)(O)C(=O)C3 (stereo not given in full)
  BLM inh: 4%
58. CCN1C[C@@]2(OC(=O)c3ccccc3NC(C)=O)CCC(OC)[C@@]34C5CC6C(OC)C[C@@](O)(C(CC23)[C@@H]14)C5(O)C6OC (stereo not given in full)
  BLM inh: 7%
59. C[C@]12CCC3C(CC[C@H]4C[C@@H](O)CC[C@]34C)[C@@H]1CCC2=O (stereo not given in full)
  BLM inh: -11%
60. O=C(/C=C\c1ccc(Cl)cc1)N[C@@]12CCC(=O)[C@@H]3Oc4c(O)ccc5c4[C@@]31CCN(CC1CC1)[C@@H]2C5
  BLM inh: -7%
61. CC(C)C(O)(C(=O)OC[C@@H]1CC[N+]2([O-])CCCC12)C(C)O (stereo not given in full)
  BLM inh: -17%
62. COc1cc2c(cc1O)C(CCc1ccc(Cl)cc1)N(C)CC2 (stereo not given)
  BLM inh: 5%
63. COCC#CCN1CCCCC1c1cccnc1 (stereo not given)
  BLM inh: 2%
64. CC(C)[C@]1(NC(=O)[C@@H]2C=C3c4cccc5[nH]cc(c45)C[C@H]3N(C)C2)O[C@@]2(O)C3CCCN3C(=O)[C@H](Cc3ccccc3)N2C1=O (stereo not given in full)
  BLM inh: -22%
65. CCCc1cc2c(n1CCO)C(C)C1CN(C(=O)c3ccccc3)C(C)(C(=O)OC)C21 (stereo not given)
  BLM inh: -2%
66. N#CN=C1SCCN1Cc1ccc(Cl)nc1
  BLM inh: 0%
67. CC[C@]1(C2=NCCN2)Cc2ccccc2O1
  BLM inh: 2%
68. Fc1ccc(C(OCCN2CCN(C/C=C\c3ccccc3)CC2)c2ccc(F)cc2)cc1
  BLM inh: -7%
69. O=C(NC1CCCCC1)c1cn(CCN2CCOCC2)c2cc(Cl)ccc2c1=O
  BLM inh: 1%
70. CC(C)(c1ccc(OC[C@@H]2CO2)cc1)c1ccc(OC[C@H]2CO2)cc1
  BLM inh: -8%
71. CCN(CC)CCCCN1c2ccccc2Oc2ccc(Cl)cc21
  BLM inh: 0%
72. CN[C@@H]1C[C@H](c2ccc(Cl)c(Cl)c2)c2ccccc21
  BLM inh: 2%
73. Oc1ccc2c3c1O[C@H]1c4oc5ccccc5c4C[C@]4(O)[C@H](C2)N(CC2CC2)CC[C@@]314
  BLM inh: 6%
74. CC/C=C\C/C=C\C/C=C\C/C=C\C/C=C\CCCC(=O)NCCc1ccc(O)c(O)c1
  BLM inh: -2%
75. Cc1c(C(=O)c2ccc3ccccc3c2)c2cccc3c2n1[C@H](CN1CCOCC1)CO3
  BLM inh: -11%

item	smiles	BLM inh
76	CCOc1cc(OP(=S)(OC)OC)nc(CC)n1	-3%
77	NC(=NCCCC(N)C(=O)O)N[N+](=O)[O-] (stereo not given)	3%
78	O=C(N[C@@H]1CN2CCC1CC2)c1cc(Cl)cc2[nH]cnc12	45%[activator]
79	C[C@H]1C/C=C/[C@@H]2[C@@H]3O[C@]3(C)[C@@H](C)[C@H]3[C@H](Cc4ccccc4)NC(=O)[C@]32OC(=O)O/C=C/[C@](C)(O)C1=O	0%
80	CC(=O)[C@H]1CC[C@H]2C3CC[C@H]4C[C@](C)(O)CC[C@]4(C)C3CC[C@]12C (stereo not given in full)	-3%
81	CN(C)C(=O)Nc1ccc(-n2nc(C(C)(C)C)oc2=O)c(Cl)c1	3%
82	CC(C)C1C(=O)N2CCCC2[C@]2(O)O[C@@](NC(=O)[C@@H]3C=C4c5cccc6[nH]cc(c56)C[C@H]4N(C)C3)(C(C)C)C(=O)N12 (stereo not given in full)	-28%
83	CC(C)(C#N)O[C@H]1OC(CO)C(O)C(O)C1O (stereo not given in full)	0%

item	smiles	BLM inh
84	CC(C)C[C@H](NC(=O)[C@H](CC(C)C)NC(=O)[C@H](Cc1ccccc1)NC(=O)[C@@H](N)Cc1ccc(O)cc1)C(=O)N[C@@H](CCCN=C(N)N)C(=O)N[C@@H](CC(N)=O)C(=O)N1CCC[C@H]1C(=O)O	1%
85	Clc1c(Cl)c(Cl)c(Cl)c(Cl)c1Cl	-2%
86	COC(=O)C12CC3=CC(CC3=O)Cc3ccccc3[C@@H]1CNC2=O (stereo not given in full)	-1%
87	COP(N)(=O)SC (stereo not given)	-7%
88	CC[C@H](Oc1ccc(Cl)cc1)C(=O)OC1C[C@H]2CC[C@@H](C1)N2C (stereo not given in full)	4%
89	Cc1ccccc1-c1cncnc1NCCc1cnc[nH]1	4%
90	CCCCCCCCCc1ccc(O)cc1	-2%
91	C[C@H]1CCC/C=C/C2C[C@H](O)C[C@H]2[C@H](O)/C=C/C(=O)O1 (stereo not given in full)	-2%

item	smiles	BLM inh
92	Cc1ccc2c(c1)Cc1c(C(=O)NN3CCCCC3)nn(-c3ccc(Cl)cc3Cl)c1-2	-7%
93	CCCc1cc2c(n1Cc1ccco1)C(C)C1CN(C(=O)c3ccccc3)C(C)(C(=O)OC)C21 (stereo not given)	-30%
94	CC(=O)Oc1c2c(c(CC=C(C)C)c3c1C(=O)C1=CC4CC5C(C)(C)OC(C/C=C(\C)C(=O)O)(C4=O)[C@]15O3)OC(C)(CCC=C(C)C)C=C2 (stereo not given in full)	22µM*
95	OCC(Br)(Br)Br	2%
96	COC(=O)C1=CO[C@@H](C)[C@@H]2CN3CC[C@]4(C(=O)Nc5c4ccc(OC)c5OC)[C@H]3C[C@H]12	-1%
97	C#CCOS(=O)OC1CCCCC1Oc1ccc(C(C)(C)C)cc1 (stereo not given)	0%
98	COc1ccc(CC2NCCc3cc(OC)c(OC)cc32)cc1OC (stereo not given)	-13%
99	O=CN1CC2CC(C1)c1cccc(=O)n1C2 (stereo not given)	1%
100	CN1CC[C@@]2(c3cccc(O)c3)Cc3nc4ccccc4cc3C[C@H]2C1	1%

The list is partial, so the mix of outcomes need not match the whole.
